# NCI-60 one-dose screen, 48 h, at 10 µM unless noted. Numbers give growth in % (100 = growth as untreated, 0 = no growth, -100 = all killed).
# HT29 – HT29 colon cancer. AID 1794748. 7.4% of 81,000 active
# HCT-116 – HCT-116 colon cancer | 7.3% of 82,000 active | AID 1794798
# COLO 205 – COLO 205 colon cancer; AID 1794742; 7.3% of 79,000 active
# NCI-H522 – NCI-H522 lung cancer. 8% of 78,000 active. AID 1794739
# NCI-H460 – NCI-H460 lung cancer. 6.8% of 82,000 active. AID 1794736
# NCI-H322M – NCI-H322M lung cancer; AID 1794733; 2.7% of 80,000 active
# HCT-15 – HCT-15 colon cancer. 5.2% of 82,000 active. AID 1794746
# NCI-H226 – NCI-H226 lung cancer. 3.5% of 79,000 active
# NCI/ADR-RES – NCI/ADR-RES ovarian cells; 4.4% of 81,000 active
# Numbers without * were called inactive; · = not tested or not shown; & = joins results of further samples. How the source made its calls: active means growth percent below 10; inactive means the rest.
no. | canonical_smiles | HT29 | HCT-116 | COLO 205 | NCI-H522 | NCI-H460 | NCI-H322M | HCT-15 | NCI-H226 | NCI/ADR-RES
1 | CCCOC(=O)CC(CC(=O)OCCC)(OC(C)=O)C(=O)OCCC | 115 | 113 | 103 | 96 | 100 | 106 | 96 | 104 | 102
2 | CCOC(=O)c1c(C)[nH]c(C)c1C=O | 107 | 101 | 110 | 94 | 100 | 102 | 107 | 100 | 107
3 | CCc1ccc([C@@H]2CN(C)[C@]3(C(=O)NC4C=CC=C[C@H]43)[C@@]23NC(=S)N(c2ccc(F)c(Cl)c2)C3=O)cc1 (stereo partly drawn) | 78 | 73 | · | 53 | 100 | 95 | 107 | 83 | 99
4 | Cc1[nH]c2ccccc2c1CCNC(=O)c1cccs1 | 108 | 95 | 105 | 100 | 106 | 94 | 101 | 85 | 106
5 | CCN(CC)CCNc1ncnc2[nH]ncc12 | 101 | 99 | 110 | 84 | 114 | 120 | 102 | 101 | 103
6 | Nc1ncc(Cl)cc1[N+](=O)[O-] | 109 | 93 | 117 | 82 | 109 | 87 | 102 | 94 | 114
7 | CN(C)c1nc(NCCNS(=O)(=O)c2ccc(C(=O)/C=C/c3ccc(F)cc3)cc2)nc(N2CCOCC2)n1 | -80* | -96* | 35 | 29 | 79 | 84 | -30* | 74 | 49
8 | COc1ccc2c(CCCC(c3ccccc3)c3ccccc3)c3[n+](cc2c1OC)CCc1cc2c(cc1-3)OCO2 | -2.9* | -34* | -68* | -21* | -53* | 16 | 13 | 2.8* | 72
9 | O=C(CSc1nnc(-c2ccc3nc(-c4ccc(Cl)cc4)[nH]c3c2)o1)Nc1ccc(Cl)cc1 | -35* | -49* | 7.1* | -45* | -51* | -67* | -84* | -69* | 12
10 | O=C1Cc2ccccc2C1=O | 99 | 101 | 108 | 93 | 100 | 94 | 104 | 95 | 102
11 | c1ccc(NP2(Nc3ccccc3)=NP(Nc3ccccc3)(Nc3ccccc3)=NP(Nc3ccccc3)(Nc3ccccc3)=N2)cc1 | 94 | 81 | 97 | 87 | 38 | 73 | 84 | 38 | 62
12 | CCNS(=O)(=O)c1ccc(OCCOc2ccc(S(=O)(=O)NCC)cc2)cc1 | 94 | 101 | 110 | 90 | 106 | 97 | 104 | 96 | 105
13 | C[C@]12C/C(=C/O)C(=O)C[C@@H]1CC[C@@H]1[C@@H]2CC[C@]2(C)OC(=O)/C(=C\O)C[C@@H]12 | 102 | 98 | 108 | 96 | 97 | 95 | 95 | 100 | 101
14 | O=C(CC(=O)c1ccc(F)cc1)Nc1ccccc1C(=O)O | 108 | 102 | 115 | 97 | 109 | 105 | 107 | 100 | 111
15 | COc1ccc(-c2nc(SCC(=O)Nc3nc(-c4ccccc4)cs3)[nH]c(=O)c2C#N)cc1 | 115 | 86 | 112 | 84 | 114 | 91 | 109 | 85 | 96
16 | COc1ccc(Nn2c(=O)c(=O)[nH]c3nn4c(-c5ccc(OC)c(OC)c5)c(C#N)c(N)nc4c32)cc1 | 98 | 106 | 110 | 87 | 106 | 103 | 106 | 95 | 107
17 | CCOc1ccccc1/C=N\NC(=O)c1cccc2ccccc12 | 109 | 112 | 115 | 92 | 102 | 111 | 104 | 94 | 109
18 | c1ccc2c(c1)[nH]c1ccccc12 | 98 | 103 | 111 | 98 | 104 | 93 | 95 | 109 | 103
19 | COc1cc(N)c2ncccc2c1Br | 115 | 105 | 123 | 106 | 98 | 120 | 96 | 92 | 99
20 | Cc1cc(NCCCCNc2ccnc3cc(Cl)ccc23)nc(Nc2ccc(C(=O)N3CCCC3)cc2)n1 | -2.3* | 2.6* | -43* | 26 | 18 | 68 | 7.2* | 108 | 95
21 | COc1ccc2[nH]c(C(=O)N3CCN(C(=O)OCc4ccc5cccc(O)c5n4)CC3)cc2c1 | 98 | 45 | 97 | 63 | 63 | 90 | 27 | 67 | 31
22 | Oc1[nH]c2ccc(Cl)cc2c1/C=c1/cc2c(c(-c3ccc(F)cc3)n1)=Nc1ccccc1-2 | 99 | 86 | 96 | 77 | 95 | 99 | 87 | 76 | 60
23 | CCSc1nc2ccccc2o1 | 113 | 111 | 113 | 94 | 103 | 120 | 102 | 106 | 108
24 | CC1SC(c2ccccc2F)N(NC(=O)C(O)(c2ccccc2)c2ccccc2)C1=O (stereo not drawn) | 103 | 85 | 101 | 60 | 110 | 104 | 88 | 103 | 98
25 | O=[N+]([O-])c1cc(I)c(Br)c(-c2cc([N+](=O)[O-])cc(I)c2Br)c1 | 128 | 96 | 127 | 103 | 103 | 113 | 92 | 108 | 108
26 | CC1=C2CC/C(C)=C/CC[C@]3(C)O[C@H]3CC/C(C)=C/[C@H]2OC1 | 95 | 101 | 104 | 87 | 107 | 101 | 98 | 109 | 88
27 | O=S(=O)(Oc1ccc(/C=N/NC(=S)Nc2ccccc2)cc1)C(F)(F)C(F)(F)C(F)(F)C(F)(F)C(F)(F)C(F)(F)C(F)(F)C(F)(F)F | 105 | 104 | 102 | 90 | 101 | 105 | 98 | 93 | 106
28 | C=C(C)[C@@H]1CC[C@]2(C)[C@H](CC=C3[C@@H]4[C@H](C)[C@@H](C)CC[C@]4(CO)CC[C@]32C)[C@@]1(C)CCCN | -45* | -58* | -57* | -42* | -82* | 44 | -39* | 85 | 14
29 | CS(=O)(=O)Nc1ccc(C(=O)N/N=C/c2ccc(O)cc2)cc1 | 113 | 105 | 103 | 97 | 106 | 100 | 101 | 95 | 101
30 | O=C1/C(=C/c2ccc3ccccc3n2)SC(=S)N1Cc1ccco1 | 113 | 93 | 106 | 90 | 91 | 86 | 79 | 76 | 94

# Grouped by structure, those above containing a nitro group on carbon (two)
no. | canonical_smiles | HT29 | HCT-116 | COLO 205 | NCI-H522 | NCI-H460 | NCI-H322M | HCT-15 | NCI-H226 | NCI/ADR-RES
6 | Nc1ncc(Cl)cc1[N+](=O)[O-] | 109 | 93 | 117 | 82 | 109 | 87 | 102 | 94 | 114
25 | O=[N+]([O-])c1cc(I)c(Br)c(-c2cc([N+](=O)[O-])cc(I)c2Br)c1 | 128 | 96 | 127 | 103 | 103 | 113 | 92 | 108 | 108

# (further entries)
no. | canonical_smiles | HT29 | HCT-116 | COLO 205 | NCI-H522 | NCI-H460 | NCI-H322M | HCT-15 | NCI-H226 | NCI/ADR-RES
31 | O=C(/C=C/c1ccco1)c1cc(Cl)ccc1O | 105 | 94 | 116 | 50 | 100 | 89 | 94 | 104 | 106
32 | C=CCn1cc(-c2nc3ccccc3s2)c2cc(-c3ccc4c5c(cccc35)C(=O)N(CCN)C4=O)ccc21 | 104 | 93 | 111 | 96 | 102 | 105 | 102 | 97 | 110
33 | NC(N)=NC1CCCc2ccccc21 (stereo not drawn) | 96 | 83 | 95 | 85 | 99 | 104 | 108 | · | 100
34 | COc1ccc(Oc2nc(Nc3ccc(F)cc3)ncc2NC(=O)c2cc(OC)cc(OC)c2)cc1 | 46 | 66 | 92 | 46 | 90 | 92 | 54 | 77 | 72
35 | CN(N=Nc1ccccc1C(=O)O)C1CCCCC1 | 97&102 | 95&121 | 106&110 | 92&96 | 110&110 | 100&116 | 103&103 | · | 100&107
36 | CCCCSc1nc(C(=O)O)cc(=O)[nH]1 | 103 | 94 | 121 | 87 | 98 | 124 | 99 | 112 | 95
37 | CN(C)c1ccc(-c2ccc3c(c2)c(-c2ccccc2)nc(=O)n3C)cn1 | 12 | 22 | 28 | 8.0* | 20 | 61 | 30 | 77 | 27
38 | CC1(C)CC[C@]23CC[C@]4(C)[C@H](CC[C@@H]5[C@@]6(C)CC(CC/C(N)=N/O)(CC/C(N)=N/O)C(=O)C(C)(C)[C@@H]6CC[C@]54C)[C@H]2[C@H]1OC3=O | 115 | 99 | 120 | 101 | 101 | 101 | · | 103 | 106
39 | CCCCCCCCCCCCCC(=O)OCC | 107 | 102 | 108 | 104 | 105 | 100 | 108 | 104 | 108
40 | Cc1cc(C)c(S(=O)(=O)c2ccc(F)cc2)c(C)c1 | 102 | 107 | · | 87 | 109 | 91 | 101 | 109 | 111
41 | COc1ccc(CC(Cc2ccc(OC)c(OC)c2)NC=O)cc1OC | 111 | 107 | 107 | 103 | 108 | 109 | 99 | 100 | 103
42 | C/C=C/C(=O)N(CC)c1ccccc1 | 104 | 97 | 112 | 107 | 111 | 100 | 100 | 99 | 106
43 | O=C(O)c1cn(C2CC2)c2cc(N3CCN(C(=O)CN4C(=O)S/C(=C/c5cccc([N+](=O)[O-])c5)C4=O)CC3)c(F)cc2c1=O | 108 | 104 | 107 | 94 | 102 | 93 | 96 | · | 101
44 | O=C(NC1CCC(CN2CCOCC2)CC1)C1CCC2NOC(C3CCCCC3)C2C1 (stereo not drawn) | 92 | 100 | 106 | 82 | 101 | 97 | 77 | 86 | 94
45 | COc1ccc(-c2c(-c3nc4ccccc4s3)c(N)nc3c(C(=O)Nc4ccc(Cl)cc4)c(Nc4ccccc4)nn23)cc1 | 107 | 96 | 108 | 92 | 113 | 98 | 100 | 93 | 113
46 | COc1ccc(NC(=O)COCCOCCNC[C@@H]2C(=O)O[C@H]3[C@H]2CC/C(COC(=O)OC/C2=C/CC[C@@]4(C)O[C@H]4[C@H]4OC(=O)[C@@H](CN(C)C)[C@@H]4CC2)=C\CC[C@@]2(C)O[C@@H]32)c(O)c1C(N)=O | 14 | -39* | -28* | -76* | 96 | 102 | 17 | 50 | 101
47 | O=C(c1ccc(Cl)cc1)C1[C@H](c2ccccc2Br)[C@@H](c2ccccc2)NC12C(=O)Nc1ccc(Cl)cc12 (stereo partly drawn) | -15* | 7.6* | 8.6* | 3.1* | -13* | 45 | 8.8* | 19 | -60*
48 | CCCCCC[C@H](C/C=C\CCCCCCCC(=O)OC)OC(C)=O | 115&107 | 97&95 | 112&110 | 84 | 112&113 | 107&78 | 108&96 | 101&101 | 105&98
49 | CCCCCCCCN(CCCCCCCC)C(=O)C(C)O (stereo not drawn) | 100&100 | 96&98 | 102&110 | 89&95 | 103&103 | 105&106 | 99&94 | 92 | 100&99
50 | CCCCn1cnc2c(=S)nc(N)[nH]c21 | 108 | 101 | 117 | 103 | 111 | 101 | 105 | 99 | 133
51 | CC[C@H](c1ccc(O)c(O)c1)[C@@H](CC)c1ccc(O)c(F)c1 | 100 | 86 | 134 | 106 | 108 | 120 | 90 | 127 | 95
52 | O=[N+]([O-])c1ccc(C2CC(c3ccccc3)=Nc3ccccc3S2)cc1 (stereo not drawn) | 97 | 36 | 118 | 95 | 101 | 107 | 98 | 118 | 95
53 | CCCCCCNC(=O)Oc1ccc(/C(=C(/CC)Cc2ccccc2)c2ccc(OCCN3CCCC3)cc2)cc1 | 36 | 27 | 83 | 102 | 78 | 95 | 30 | 97 | 90
54 | CCC(CC)CCC(=O)CC(C)C | 79 | 105 | 118 | 89 | 106 | 106 | 97 | 99 | 104
55 | COc1ccc(-c2nnc(COc3ccc(NC(=O)c4ccccc4)cc3F)o2)cc1 | 103 | 89 | 94 | 70 | 97 | 95 | 86 | 95 | 92
56 | CCOc1cc2c(c(OC)c1OCC)C(=O)N[C@@H]1[C@@H](O)[C@@H](O)[C@H](O)C[C@@H]21 | 98 | 96 | 116 | 93 | 102 | 106 | 99 | 99 | 105
57 | CC(C)=CCC/C(C)=C/CC/C(C)=C/CCc1ccoc1C | 112 | 111 | 107 | 82 | 104 | 95 | 100 | 94 | 106
58 | O=C(O)CCCc1cccc2c1CCCC2 | 99 | 102 | 116 | 93 | 106 | 100 | 98 | 99 | 106
59 | CCOC(=O)c1sc(-c2ccc(OS(=O)(=O)C[C@]34CCC(CC3=O)C4(C)C)c(C=O)c2)nc1C | 6.3* | 5.9* | -35* | 1.5* | -1.3* | 50 | 5.7* | · | 11
60 | Nc1nc(Cc2ccccc2)cc(-c2cc(Cc3ccccc3)nc(N)n2)n1 | 108 | 106 | 121 | 98 | 107 | 103 | 104 | 108 | 105

# One compound at a time, as listed above. Order of values: HT29, HCT-116, COLO 205, NCI-H522, NCI-H460, NCI-H322M, HCT-15, NCI-H226, NCI/ADR-RES
# COc1ccc(-c2c(-c3nc4ccccc4s3)c(N)nc3c(C(=O)Nc4ccc(Cl)cc4)c(Nc4ccccc4)nn23)cc1 reads 107, 96, 108, 92, 113, 98, 100, 93, 113
# O=C(/C=C/c1ccco1)c1cc(Cl)ccc1O reads 105, 94, 116, 50, 100, 89, 94, 104, 106
# CCCCn1cnc2c(=S)nc(N)[nH]c21 reads 108, 101, 117, 103, 111, 101, 105, 99, 133
# COc1ccc(Oc2nc(Nc3ccc(F)cc3)ncc2NC(=O)c2cc(OC)cc(OC)c2)cc1 reads 46, 66, 92, 46, 90, 92, 54, 77, 72

# (more compounds)
no. | canonical_smiles | HT29 | HCT-116 | COLO 205 | NCI-H522 | NCI-H460 | NCI-H322M | HCT-15 | NCI-H226 | NCI/ADR-RES
61 | CC(C)=CCC[C@](C)(O)[C@H]1CC[C@]2(C)[C@@H]1CC[C@@H]1[C@@]3(C)C/C(=C/c4ccc(C=O)cc4)C(=O)C(C)(C)[C@@H]3CC[C@]12C | 113 | 98 | 116 | · | 91 | 107 | 108 | 98 | 107
62 | NS(=O)(=O)c1ccc(CCNC(=O)Nc2nc3ccccc3s2)cc1 | 102 | 97 | 107 | 90 | 103 | 101 | 100 | 92 | 97
63 | N#CCc1c(Cl)ccc(Cl)c1Cl | 88 | 93 | 97 | · | 106 | 79 | 77 | 101 | 89
64 | COc1ccc(-c2cc(-c3ccccc3)nc3nc(NC(C)=O)nn23)cc1 | 100 | 94 | 121 | 94 | 105 | 108 | 91 | 97 | 97
65 | CN(C)CCN(Cc1ccccc1)c1ccccn1 | 105&105 | 109&101 | 111&93 | 100&102 | 105&111 | 100&98 | 97&111 | 108&118 | 116&106
66 | CCOC(=O)c1ccc([N+](=O)[O-])o1 | 109 | 99 | 105 | 57 | 99 | 100 | 99 | 104 | 106

# Screening results from PubChem.
